High-throughput results as filed in PubChem BioAssay.
RGS12 GoLoco inh – RGS12 GoLoco-Gai1 interaction inhibition; Gai1:RGS12 GoLoco peptide FP, rhodamine, 10 min; P63096; Potency, µM (titrated, usually from 61.6 µM), without a hit: at the top dose activity, negative = inhibition, hits mostly inhibitors; AID 880; actives 0.44% (n = 230,000); active = well fitted inhibition curve with a large enough effect, not every such curve was filed as active; inactive = no such curve, though single readings can be large or run the other way; note: % is set by controls: 0 for no effect and ±100 for the full control effect; nearly all actives have a fitted effect of over 30% in size; many of its hits are not listed in these tables
Target sequence (P63096 whole entry, looked up): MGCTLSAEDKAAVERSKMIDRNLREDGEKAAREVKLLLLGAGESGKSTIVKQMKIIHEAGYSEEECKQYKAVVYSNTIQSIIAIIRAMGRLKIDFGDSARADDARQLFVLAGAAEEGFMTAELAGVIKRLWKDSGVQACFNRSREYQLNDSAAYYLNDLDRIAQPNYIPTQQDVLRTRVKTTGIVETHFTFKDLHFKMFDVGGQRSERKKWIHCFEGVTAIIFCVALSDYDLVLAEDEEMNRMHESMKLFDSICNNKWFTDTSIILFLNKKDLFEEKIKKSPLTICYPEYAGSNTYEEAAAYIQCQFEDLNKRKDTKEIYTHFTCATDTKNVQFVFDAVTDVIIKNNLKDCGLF
GAA spleen mod – lysosomal alpha-glucosidase (human) modulation. P10253. human spleen homogenate, 4-MU-alpha-glucoside fluorescence. actives 0.006% (n = 240,000). Potency, µM (highest dose often 79.9 µM), for inactives: at the highest dose activity change, negative = inhibition, hits mostly inhibitors;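 note: 0% = enzyme with vehicle and -100% = no enzyme basal signal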
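Human spleen homogenate (1 ug) incubated with compounds and 1 mM 4-methylumbelliferyl-alpha-D-glucopyranoside in pH 5.0 citrate/phosphate buffer, 37 C, 40 min. Stopped at pH 10; 4-MU fluorescence (Ex 365/Em 440 nm); AC50 by Hill fit.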
HTT cytoprotect – protects HTT-Q103 PC12 cells, measured by ATP. PC12 HTT-Q103 induced, cytoprotection, ATP luminescence, 40 h. Potency, µM (highest dose often 56.4 µM), for the others: cytoprotection (ATP increase), hits mostly activators. actives 0.14% (n = 230,000). AID 1471;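 note: % of control where 0% means no effect; nearly all actives have a fitted effect of over 45% in size; toxic huntingtin expression switched on by the ecdysone agonist tebufenozide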
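Cells were plated at 1500 per well in phenol red-free DMEM with 5% equine and 5% calf serum. Tebufenozide (100 nM final) and compounds were added, then ATPlite reagent, and luminescence was read.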
GAA glycogen – GAA glycogen-cleavage inhibition or activation | actives 0.38% (n = 300,000) | AID 2100 | Potency, µM (titrated, usually from 76.4 µM), inactives show top-dose activity change, negative = inhibition, most hits filed as inhibitors | recombinant GAA, glycogen substrate, Amplex Red glucose oxidase fluorescence;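 note: 0% = full enzyme reaction and -100% = no-enzyme basal signal; the screen sought inhibitors and activators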
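Recombinant enzyme (4 nM final) with compounds titrated up to 77 uM and bovine liver glycogen (30 ug) in citrate pH 5.0, 0.01% Tween-20, 37 C 40 min. Released glucose detected by Amplex Red/glucose oxidase (Ex 573/Em 610); AC50 from Hill fits.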
GAA inh – blocks human lysosomal alpha-glucosidase | Potency, µM (series often up to 76.9 µM), for inactives: top-dose activity change, negative = inhibition, usual class: inhibitors | purified human GAA, 4-MU-alpha-glucoside fluorescence | actives 0.005% (n = 200,000) | AID 1466 | P10253;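 note: plate controls were uninhibited enzyme wells for no effect and no-enzyme background for full effect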
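Activity normalized between no-enzyme (basal) and enzyme-only wells. Conditions: 4 nM human enzyme, 400 uM fluorogenic substrate, citrate/phosphate pH 5.0 with Tween-20, 20 min room temperature, compounds up to 77 uM.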
IMPase Li cell – IMPase inhibition in cells with lithium potentiation; CHO-M1 cells, IP1 TR-FRET (IP-One), carbachol + lithium; actives 0.35% (n = 210,000); AID 1457; Potency, µM (highest dose often 59.4 µM), for the others: at the highest dose activity, negative = IMPase inhibition, most hits filed as inhibitors;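 note: IP1 builds up when IMPase is blocked and the TR-FRET signal falls; plate controls were basal vehicle for no effect and high inhibitor control for full effect; nearly all actives have a fitted effect of over 50% in size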
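Lithium-sensitised IP1 accumulation assay; M1-expressing CHO cells treated 30 min at 37C with compound. Competitive antibody detection by time-resolved FRET followed a 10 min room-temperature lysis step.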
HTT aggregate – inhibitors of mutant huntingtin aggregate formation in PC12 cells; Potency, µM (top dose mostly 46.1 µM), inactives show at the top dose activity change, negative = inhibition, usual class: inhibitors; actives 1.1% (n = 220,000); PC12 HttQ103-GFP aggregates, Acumen cytometry, 40 h; AID 1688; note: % is set by controls: 0 for no effect and ±100 for the full control effect; nearly all actives have a fitted effect of over 60% in size
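Steps: seed 1500 PC12 HTTQ103-GFP cells/well; add tebufenozide, 100 nM final; add compound titration; add ATPLite reagent; quantify GFP aggregates by laser scanning cytometry.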
Numbers without * were called inactive; ? = inconclusive; nt = no result given; & = joins results of further samples; [ ] = another dose, or the depositor's remark. Unless noted, calls come from the whole dose curve; as a rule, active = well fitted curve in the direction sought with a large enough effect; inconclusive = small, poorly fitted or top-dose-only effect, or another doubt; inactive = no such curve, though single readings can be large; an effect the other way counts as inactive or inconclusive. Potency is the fitted concentration of half-maximal effect. An excerpt; count on the stated rates, not on these rows.

SMILES	RGS12 GoLoco inh	GAA spleen mod	HTT cytoprotect	GAA glycogen	GAA inh	IMPase Li cell	HTT aggregate
COc1ccc(CCNC(=O)C(=O)Nc2ccc3c(c2)OCO3)cc1OC	6%	-14%	-24%	-11%	-10%[15.4 µM]	-5%	-21%
COc1cccc(-n2c(SCC(N)=O)nnc2-c2ccncc2)c1	2%	-3%	25%[10 µM]	2%	5%	25%[38.3 µM]	30%
COc1cc(C(=O)O/N=C2/C=CC(=O)C(C)=C2C)cc(OC)c1OC	8%	-7%	-30%[inhibitor]	-5%	-1%	6%[38.3 µM]	12%
O=C(CSc1nnc(-c2ccco2)o1)N1CCOCC1	-2%	-2%	-6%[10 µM]	4%	-3%	20%[38.3 µM]	-6%
CSc1ccc(C2C3(C#N)C(N)=NC4(OCCO4)C23C#N)cc1 (stereo not drawn)	6%	-3%	-4%	3%	0%	5%[38.3 µM]	1%
CCCCCOc1ccc(C(=O)NCC(=O)NCC(=O)OCC)cc1	-3%	-1%	16%	3%	6%	-6%[38.3 µM]	5%
CN(C)c1ccc(N/C=C/C(=O)C(C)(C)C)cc1	-5%	-2%	-26%	?	-3%	40%[activator][38.3 µM]	32%
C#CCOc1ccc2c(C)cc(=O)oc2c1	-10%	14%	-8%[0.074 µM]	1%	?	nt	1%&-19%
CC(C)(C)NC(=O)C(OC(=O)Cn1nnc(-c2ccc(F)cc2)n1)c1ccncc1 (stereo not drawn)	2%	-4%	-6%[10 µM]	-9%	-1%	-2%[38.3 µM]	-3%
Cc1ccccc1CSc1ccc(-c2ccc3c(c2)OCO3)nn1	7%	-5%	12%[10 µM]	7%	1%	12%	-21%
CCOc1ccccc1-n1c(=O)c2ccccc2c2ccccc2c1=O	5%	-2%	23%[10 µM]	6%	0%	7%	6%
COc1ccc(/C=N/NC(=O)c2nc(-c3ccccc3)n(-c3ccccc3)n2)cc1OC	-10%	-5%	-8%[10 µM]	-1%	4%	10%	4%
CCOC(=O)CSc1cc(C)nc(N)n1	2%	-14%	-6%	-6%	-7%	21%[38.3 µM]	-11%
CCOC(=O)c1cccnc1SC(CC)C(=O)N1CCOCC1 (stereo not drawn)	7%	1%	-2%[0.074 µM]	3%	-1%	-7%[38.3 µM]	14%
Cc1ccc(O)c(C(=O)c2cnc3c(c2)c(C)nn3-c2ccccc2)c1	12%	-6%	-1%[0.074 µM]	-8%	-7%	4%	-21%
COc1cc(CCN2C(=O)N[C@@H](CCc3ccccc3)C(C(C)=O)=C2C)cc(OC)c1OC	4%&0%	2%&1%	2%	7%	3%	0%&6%	19%
CCOC(=O)c1ccc(NC(=O)CSc2nnc(C3CC3)n2CC)cc1	6%	4%	-13%[10 µM]	5%	4%	-2%	-7%
CCSc1nc(-c2ccccc2)nc2c1CCCC2	4%	-4%	31%[10 µM]	7%	-4%	5%	0%
CSc1nc(C)c(C(=O)Nc2ccccc2)c(C)c1C#N	12%	-1%	13%[10 µM]	-2%	-19%	12%[38.3 µM]	-31%
Nc1nc(NCc2ccc(Cl)cc2)nc(NCCO)c1[N+](=O)[O-]	7%	-2%	-11%[10 µM]	6%	nt	nt	-10%[9.22 µM]
CCn1cc(C(=O)OCC(=O)Nc2c(C)n(C)n(-c3ccccc3)c2=O)c(=O)c2ccc(C)nc21	2%	-6%	-13%	-5%	-5%	6%[38.3 µM]	12%
C=C1C(=O)O[C@@H]2[C@@H]1CC/C(C)=C\CC[C@@]1(C)O[C@H]21	5%[21.6 µM]	-7%[29.1 µM]	?	nt	nt	-5%	14µM*
CCN(CC)CCN1C(=O)C(=O)/C(=C(/O)c2ccc(C)cc2)C1c1ccncc1 (stereo not drawn)	1%	-1%	-6%	-2%	-10%	0%[38.3 µM]	3%
Cc1c(-c2ccccc2)[nH]n2c(=O)c3c(nc12)CCCC3	27%	2%	nt	-5%	-1%	1%	4%

In a second layout: 13 of the compounds above
Below each SMILES – RGS12 GoLoco inh | GAA spleen mod | HTT cytoprotect | GAA glycogen | GAA inh | IMPase Li cell | HTT aggregate
CCOc1ccccc1-n1c(=O)c2ccccc2c2ccccc2c1=O
  5% | -2% | 23%[10 µM] | 6% | 0% | 7% | 6%
COc1ccc(/C=N/NC(=O)c2nc(-c3ccccc3)n(-c3ccccc3)n2)cc1OC
  -10% | -5% | -8%[10 µM] | -1% | 4% | 10% | 4%
CCOC(=O)CSc1cc(C)nc(N)n1
  2% | -14% | -6% | -6% | -7% | 21%[38.3 µM] | -11%
CCOC(=O)c1cccnc1SC(CC)C(=O)N1CCOCC1 (stereo not drawn)
  7% | 1% | -2%[0.074 µM] | 3% | -1% | -7%[38.3 µM] | 14%
Cc1ccc(O)c(C(=O)c2cnc3c(c2)c(C)nn3-c2ccccc2)c1
  12% | -6% | -1%[0.074 µM] | -8% | -7% | 4% | -21%
COc1cc(CCN2C(=O)N[C@@H](CCc3ccccc3)C(C(C)=O)=C2C)cc(OC)c1OC
  4%&0% | 2%&1% | 2% | 7% | 3% | 0%&6% | 19%
CCOC(=O)c1ccc(NC(=O)CSc2nnc(C3CC3)n2CC)cc1
  6% | 4% | -13%[10 µM] | 5% | 4% | -2% | -7%
CCSc1nc(-c2ccccc2)nc2c1CCCC2
  4% | -4% | 31%[10 µM] | 7% | -4% | 5% | 0%
CSc1nc(C)c(C(=O)Nc2ccccc2)c(C)c1C#N
  12% | -1% | 13%[10 µM] | -2% | -19% | 12%[38.3 µM] | -31%
Nc1nc(NCc2ccc(Cl)cc2)nc(NCCO)c1[N+](=O)[O-]
  7% | -2% | -11%[10 µM] | 6% | nt | nt | -10%[9.22 µM]
CCn1cc(C(=O)OCC(=O)Nc2c(C)n(C)n(-c3ccccc3)c2=O)c(=O)c2ccc(C)nc21
  2% | -6% | -13% | -5% | -5% | 6%[38.3 µM] | 12%
C=C1C(=O)O[C@@H]2[C@@H]1CC/C(C)=C\CC[C@@]1(C)O[C@H]21
  5%[21.6 µM] | -7%[29.1 µM] | ? | nt | nt | -5% | 14µM*
CCN(CC)CCN1C(=O)C(=O)/C(=C(/O)c2ccc(C)cc2)C1c1ccncc1 (stereo not drawn)
  1% | -1% | -6% | -2% | -10% | 0%[38.3 µM] | 3%

3 entries out of the list above, arranged by the number in GAA spleen mod, highest first:
smiles | GAA spleen mod
CCN(CC)CCN1C(=O)C(=O)/C(=C(/O)c2ccc(C)cc2)C1c1ccncc1 (stereo not drawn) | -1%
Cc1ccc(O)c(C(=O)c2cnc3c(c2)c(C)nn3-c2ccccc2)c1 | -6%
CCOC(=O)CSc1cc(C)nc(N)n1 | -14%

(next part)
SMILES	RGS12 GoLoco inh	GAA spleen mod	HTT cytoprotect	GAA glycogen	GAA inh	IMPase Li cell	HTT aggregate
CCOC(=O)c1ccccc1OC(=O)CS(=O)c1ccccc1[N+](=O)[O-] (stereo not drawn)	2%	2%	-31%	9%	-1%	6%	21%
O=C(COC(=O)C1CCN(S(=O)(=O)c2ccccc2C(F)(F)F)CC1)NCc1ccc(F)cc1	188%[activator]	-2%	20%[10 µM]	-9%	0%	-11%	21%
Cc1ccc(NCc2ccccc2O)cc1C	0%	1%	-19%	-27%	-9%	-7%	-14%
COc1ccc2nc(NC(=O)c3cccc(OCc4c(C)noc4C)c3)sc2c1	-6%	-2%	-58%[inhibitor]	-2%	7%	?	7%
